GC-A act = GC-A (human) enzyme activation. activation, % at 10 µM. actives 0.14% (n = 370,000). AID 1671463. HEK293 GC-A cells, cGMP TR-FRET, EC30 ANP; 0% at EC30 ANP, 100% saturating ANP; in the data active means activation above about 40%
SMARCA2 activ = increases SMARCA2 function in MMTV reporter cells. activation, % at 9.1 µM. actives 1% (n = 370,000). MG213 cells, MMTV-luciferase reporter, dexamethasone, overnight; in the data active means activation above about 7.8%;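 further: 0% = vehicle wells and 100% = reference activator wells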
hcDAF12 agonist = activators of H. contortus DAF-12 nuclear receptor; HEK293 hcDAF-12 lit1-tk-luc reporter, luminescence; 0% DMSO, 100% Δ7-dafachronic acid; activation, % at 6.8 µM; actives 1.4% (n = 370,000);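 active means activation above the mean of all tested compounds plus 3 SD, cut at about 5.5% in these data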;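 further: 100% = response to 3 µM Δ7-dafachronic acid high control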
sPLA2-III inh = Blocks human group III sPLA2 activity | AID 743126 | QFRET BODIPY PC-A2 liposome hydrolysis, fluorescence | inhibition, % at 12.2 µM | actives 0.56% (n = 370,000) | Q9NZ20;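 active means inhibition above mean plus 3 SD of compounds lying within the high and low control bounds, cut at about 19% in these data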;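 further: 0% = median of test compound wells and 100% = no enzyme DMSO wells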
ssDAF-12 act = S. stercoralis DAF-12 activation, primary screen; HEK293 ssDAF-12/GRIP1 lit1-tk-luc reporter, luminescence; % of 3 µM dafachronic acid response; actives 1% (n = 370,000); activation, % at 6.8 µM;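 active means activation above the mean over all tested compounds plus 3 SD, cut at about 0.9% in these data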;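 further: 0% = DMSO-only wells and 100% = 3 µM delta7-dafachronic acid wells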
hgDAF12 agonist = agonists of H. glycines DAF-12 nuclear receptor. HEK293 GAL4-hgDAF12 UAS-luciferase reporter, agonist luminescence; normalized to butyrate control. activation, % at 6.8 µM. actives 1.8% (n = 370,000). AID 687014;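 active means activation above a cutoff set at the mean of all screened compounds plus 3 SD, cut at about 10% in these data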;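 further: 0% = DMSO wells and 100% = sodium butyrate wells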
DAX1 inh-1 = NR0B1 (DAX1) inhibition; P51843; inhibition, % at 6.75 µM; actives 0.99% (n = 340,000); AID 504766; HEK293 Gal4-DAX1 luciferase reporter, luminescence;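 active means inhibition above the mean over all tested compounds plus 3 SD, cut at about 4.2% in these data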;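 further: 0% = DAX1-transfected cells with DMSO and 100% = empty-vector control cells with DMSO; inhibition shows as a rise in luminescence from relieved DAX1 repression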
GC-B act = GC-B (human) receptor activation; AID 1920062; activation, % at 10 µM; actives 0.11% (n = 370,000); HEK293-GC-B cells, CNP EC30, cGMP TR-FRET; 0% at EC30 CNP, 100% saturating CNP;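 active means activation at 10 µM reaching about 35% in either raw or pattern-adjusted values, limit read from the data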
Target sequence (P20594 whole entry, looked up): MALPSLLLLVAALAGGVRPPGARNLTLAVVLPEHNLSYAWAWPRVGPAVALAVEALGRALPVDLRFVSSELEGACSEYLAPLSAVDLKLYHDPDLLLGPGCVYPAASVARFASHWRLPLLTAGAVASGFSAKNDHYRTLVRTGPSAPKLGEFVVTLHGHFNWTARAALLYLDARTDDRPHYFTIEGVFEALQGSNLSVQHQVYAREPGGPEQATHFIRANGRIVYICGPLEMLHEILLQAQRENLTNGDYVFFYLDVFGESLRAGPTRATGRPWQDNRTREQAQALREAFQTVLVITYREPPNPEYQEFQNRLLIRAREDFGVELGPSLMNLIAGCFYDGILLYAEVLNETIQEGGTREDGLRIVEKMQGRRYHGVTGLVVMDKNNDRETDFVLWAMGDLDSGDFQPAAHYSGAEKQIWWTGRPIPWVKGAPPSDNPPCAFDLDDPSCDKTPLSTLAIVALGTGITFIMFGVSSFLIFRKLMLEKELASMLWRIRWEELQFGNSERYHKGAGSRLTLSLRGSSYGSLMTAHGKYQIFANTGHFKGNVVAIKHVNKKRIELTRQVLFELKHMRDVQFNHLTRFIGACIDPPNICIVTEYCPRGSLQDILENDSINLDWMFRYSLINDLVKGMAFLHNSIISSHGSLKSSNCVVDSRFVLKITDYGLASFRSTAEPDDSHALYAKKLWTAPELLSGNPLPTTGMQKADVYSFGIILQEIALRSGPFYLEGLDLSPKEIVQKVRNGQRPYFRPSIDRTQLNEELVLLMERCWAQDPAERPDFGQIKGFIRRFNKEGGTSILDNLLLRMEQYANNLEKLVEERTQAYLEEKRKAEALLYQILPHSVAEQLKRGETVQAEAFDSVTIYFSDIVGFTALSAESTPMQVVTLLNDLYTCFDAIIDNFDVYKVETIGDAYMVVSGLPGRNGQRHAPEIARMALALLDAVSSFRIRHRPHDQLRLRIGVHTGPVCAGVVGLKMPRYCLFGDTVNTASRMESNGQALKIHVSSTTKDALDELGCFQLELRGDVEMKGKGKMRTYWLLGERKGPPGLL
proKLK7 act = activates the human kallikrein-7 zymogen | P49862 | purified proKLK7, EDANS-DABCYL substrate fluorescence; 100% is mature enzyme control, 0% vehicle | activation, % at 7 µM | actives 0.9% (n = 370,000);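 active means activation above the mean of all tested compounds plus 3 SD, computed per campaign excluding outliers beyond control limits, cut at about 13% in these data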
GAA850 FXN act = frataxin GAA850 promoter activation | HEK293 lucGAA850 FXN promoter luciferase reporter, 24 h; percent of 10 µM SAHA response | activation, % at 6 µM | actives 0.56% (n = 360,000);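 active means activation above the average of all compounds screened plus 3 SD, cutoff fixed separately per campaign, cut at about 7.5% in these data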;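 further: 0% = DMSO wells and 100% = 10 µM SAHA wells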
DAX1 inh-2 = blocks DAX1 repression of SF-1 activated StAR promoter. HEK293T StAR-luciferase reporter, SF-1/DAX-1 repression relief. inhibition, % at 6.8 µM. actives 1.1% (n = 370,000). AID 652010;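 active means inhibition above the mean over all tested compounds plus 3 SD, cut at about 3.6% in these data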;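 further: 0% = DAX-1 cells with DMSO and 100% = cells lacking DAX-1 with DMSO; higher inhibition means more luminescence from relief of DAX-1 repression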
Active calls of the source: *. Rows are unselected; 6.7% or so of the library scored in one or more.

For CC(C)(C)c1nc(CN2CCCCC2)cc(CN2CCCCC2)c1O the results were GC-A act -1, SMARCA2 activ -2, hcDAF12 agonist 0.3, sPLA2-III inh -5, ssDAF-12 act -0.8, hgDAF12 agonist -3.7, DAX1 inh-1 -0.3, GC-B act -2, proKLK7 act 0.5, GAA850 FXN act 1.7 and DAX1 inh-2 0.0.
O=C(CCC(=O)N/N=C/c1ccccc1O)NCc1ccccc1 was read as GC-A act -3, SMARCA2 activ -2, hcDAF12 agonist -0.8, sPLA2-III inh 4, ssDAF-12 act -0.7, hgDAF12 agonist 2.5, DAX1 inh-1 0.2, GC-B act -6, proKLK7 act -39, GAA850 FXN act -3.2 and DAX1 inh-2 -0.1.
Screening NC(Cc1ccc(O)cc1)C(=O)NN=Cc1ccccc1O (stereo unspecified) returned GC-A act -7, SMARCA2 activ 4, hcDAF12 agonist 1.8, sPLA2-III inh -3, ssDAF-12 act -0.9, hgDAF12 agonist 1.9, GC-B act -1, proKLK7 act -53 and DAX1 inh-2 0.0.
Clc1ccc(CSc2cc3c(nn2)-c2ccccc2CC3)cc1 was read as GC-A act -3, SMARCA2 activ 4, hcDAF12 agonist -0.3, sPLA2-III inh 0, ssDAF-12 act -0.9, hgDAF12 agonist 4.4, DAX1 inh-1 0.5, GC-B act -2, proKLK7 act 0.4, GAA850 FXN act 0.2 and DAX1 inh-2 0.4.
`O=S(=O)(c1cccc2nsnc12)N1CCc2ccccc21` gave GC-A act -1, SMARCA2 activ 0, hcDAF12 agonist -1.7, sPLA2-III inh -4, ssDAF-12 act -1.3, hgDAF12 agonist -3.1, DAX1 inh-1 0.3, GC-B act 0, proKLK7 act 0.2, GAA850 FXN act -0.1 and DAX1 inh-2 -0.4.
Screening COc1ccnc2c1c(=O)n(Cc1cccc(Cl)c1)c(=O)n2C returned GC-A act 10, SMARCA2 activ -2, hcDAF12 agonist 2.1, sPLA2-III inh 1, ssDAF-12 act -1.7, hgDAF12 agonist 0.3, DAX1 inh-1 1.7, GC-B act 14, proKLK7 act -0.1, GAA850 FXN act -0.9 and DAX1 inh-2 2.2.
COc1ccc(N2CCN(C(CNC(=O)C(=O)NCc3ccc4c(c3)OCO4)c3ccco3)CC2)cc1 (stereo unspecified) was read as GC-A act -1, SMARCA2 activ -3, hcDAF12 agonist -1.9, sPLA2-III inh 3, ssDAF-12 act -1.8, hgDAF12 agonist 1.2, DAX1 inh-1 0.4, GC-B act -2, proKLK7 act 0.3, GAA850 FXN act -0.3 and DAX1 inh-2 0.1.
CC(C)OCCCNC(=O)Cn1ncc2c(=O)oc3ccccc3c21 was read as GC-A act -4, SMARCA2 activ -3, hcDAF12 agonist -0.8, sPLA2-III inh -1, ssDAF-12 act -0.7, hgDAF12 agonist -1.5, DAX1 inh-1 0.4, GC-B act -1, proKLK7 act -0.4, GAA850 FXN act -2.6 and DAX1 inh-2 -0.5.
For CCCc1ccc(C(=O)NNc2cccc(C)c2)cc1 the results were GC-A act 7, SMARCA2 activ 2, hcDAF12 agonist 1.3, sPLA2-III inh 7, ssDAF-12 act -1.4, hgDAF12 agonist -0.3, DAX1 inh-1 0.3, GC-B act 4, proKLK7 act 0.1, GAA850 FXN act 0.3 and DAX1 inh-2 1.1.
Cc1cc(C)c[n+](-c2[nH]c(=O)sc2/C=N/N=C(\N)[S-])c1 was read as GC-A act -1, SMARCA2 activ -2, hcDAF12 agonist 0.9, sPLA2-III inh -1, ssDAF-12 act -0.8, hgDAF12 agonist -4.2, DAX1 inh-1 -0.1, GC-B act 2, proKLK7 act -0.3, GAA850 FXN act 0.2 and DAX1 inh-2 0.6.
`CCCS(=O)(=O)NC(=O)C1(C)CCCN(C(=O)c2cccnc2Oc2ccccc2)C1` (stereo unspecified) gave GC-A act 3, SMARCA2 activ -2, hcDAF12 agonist 3.6, sPLA2-III inh 5, ssDAF-12 act -1.1, hgDAF12 agonist -2.0, GC-B act 4, proKLK7 act 0.1, GAA850 FXN act 0.3 and DAX1 inh-2 0.3.
`S=c1[nH]nc(COc2ccc(Cl)cc2)n1-c1ccc(Cl)cc1` gave GC-A act -12, SMARCA2 activ 0, hcDAF12 agonist -1.3, sPLA2-III inh 2, ssDAF-12 act -1.4, hgDAF12 agonist -0.8, DAX1 inh-1 -1.2, GC-B act -3, proKLK7 act 0.1, GAA850 FXN act 2.4 and DAX1 inh-2 -0.1.
For O=C(c1ccc(C(F)(F)F)cc1)N1CCN(c2ccc(N3CCOCC3)nn2)CC1 the results were GC-A act 0, SMARCA2 activ 0, hcDAF12 agonist -1.1, sPLA2-III inh -5, ssDAF-12 act -0.7, hgDAF12 agonist -5.2, DAX1 inh-1 -0.4, GC-B act 0, proKLK7 act 9.7, GAA850 FXN act -0.8 and DAX1 inh-2 -1.2.
`Cc1cc(Nc2cccc(C(F)(F)F)c2)cc(=O)n1-c1cccc(C(F)(F)F)c1` gave GC-A act 13, SMARCA2 activ -4, hcDAF12 agonist -1.7, sPLA2-III inh 10, ssDAF-12 act -1.3, hgDAF12 agonist 0.3, GC-B act 7, proKLK7 act -0.2 and DAX1 inh-2 -1.0.
O=C(C1CCC(Cn2c(=S)[nH]c3ccccc3c2=O)CC1)N1CCN(c2ccccn2)CC1 (stereo unspecified) was read as GC-A act -3, SMARCA2 activ -3, hcDAF12 agonist -0.2, sPLA2-III inh 5, ssDAF-12 act -1.5, hgDAF12 agonist 1.8, DAX1 inh-1 -0.8, GC-B act 6, proKLK7 act 0.4, GAA850 FXN act 1.8 and DAX1 inh-2 -0.5.
For COc1ccc(C)cc1NC(=O)Nc1ccc2c(c1)CCC2 the results were GC-A act -4, SMARCA2 activ 0, hcDAF12 agonist -1.5, sPLA2-III inh -11, ssDAF-12 act -0.9, hgDAF12 agonist 0.8, DAX1 inh-1 -0.5, GC-B act 0, proKLK7 act 0.2, GAA850 FXN act -0.2 and DAX1 inh-2 0.0.
CN(C)S(=O)(=O)c1ccc(NC(=O)COC(=O)CC2CC3CCC2C3)cc1 (stereo unspecified) was read as GC-A act -3, SMARCA2 activ -5, hcDAF12 agonist -1.5, sPLA2-III inh -17, ssDAF-12 act -1.1, hgDAF12 agonist -1.3, DAX1 inh-1 1.3, GC-B act 2, proKLK7 act 1.2, GAA850 FXN act -1.1 and DAX1 inh-2 -0.2.
`CCCC(=O)NC(=S)Nc1ccccc1OC` gave GC-A act 0, SMARCA2 activ -1, hcDAF12 agonist -0.7, sPLA2-III inh 7, ssDAF-12 act -0.9, hgDAF12 agonist -1.8, DAX1 inh-1 0.9, GC-B act -2, proKLK7 act -0.2, GAA850 FXN act 3.5 and DAX1 inh-2 -0.2.
CCCNS(=O)(=O)c1ccc(N2CCCC2=O)c([N+](=O)[O-])c1 was read as GC-A act 0, SMARCA2 activ -3, hcDAF12 agonist -0.2, sPLA2-III inh 11, ssDAF-12 act -0.6, hgDAF12 agonist -3.0, DAX1 inh-1 -1.5, GC-B act 3, proKLK7 act 0.2, GAA850 FXN act 3.0 and DAX1 inh-2 0.0.
For Nc1nc(-c2cc3ccccc3o2)cs1 the results were GC-A act 11, SMARCA2 activ 3, hcDAF12 agonist 3.4, sPLA2-III inh 7, ssDAF-12 act -0.2, hgDAF12 agonist 9.3, DAX1 inh-1 5.2*, GC-B act 1, proKLK7 act 0.2, GAA850 FXN act 7.0 and DAX1 inh-2 2.5.
COC(=O)C1=NN[C@H](C(=O)OC)[C@H]1c1ccccc1 was read as GC-A act 0, SMARCA2 activ -1, hcDAF12 agonist 0.3, sPLA2-III inh 5, ssDAF-12 act -1.1, hgDAF12 agonist 1.2, DAX1 inh-1 0.1, GC-B act 0, proKLK7 act -0.3, GAA850 FXN act 1.4 and DAX1 inh-2 -0.4.
COc1cccc(C(=O)OC2CCN(C)CC2)c1 was read as GC-A act 3, SMARCA2 activ -3, hcDAF12 agonist -0.4, sPLA2-III inh 1, ssDAF-12 act -0.8, hgDAF12 agonist 2.1, DAX1 inh-1 -1.0, GC-B act -2, proKLK7 act 0.4, GAA850 FXN act 1.1 and DAX1 inh-2 -0.2.
Screening CCOc1cc(NC(=O)C2CC2)c(OCC)cc1NC(=O)CCn1nnc2ccccc21 returned GC-A act -1, SMARCA2 activ -2, hcDAF12 agonist -0.7, sPLA2-III inh 2, ssDAF-12 act -0.9, hgDAF12 agonist -0.6, DAX1 inh-1 0.1, GC-B act -4, proKLK7 act -0.1, GAA850 FXN act 2.8 and DAX1 inh-2 0.0.
Screening S=C(Nc1ccccc1)N(CCN1CCOCC1)Cc1cccc(Cl)c1 returned GC-A act -7, SMARCA2 activ -2, hcDAF12 agonist -0.7, sPLA2-III inh -4, ssDAF-12 act -1.8, hgDAF12 agonist 0.0, DAX1 inh-1 -0.2, GC-B act 0, proKLK7 act 0.1, GAA850 FXN act 1.7 and DAX1 inh-2 -0.3.
COc1cccc(NC(=O)CN(C)C(=O)c2ccc(S(=O)(=O)Nc3ccccc3F)cc2)c1 was read as GC-A act 1, SMARCA2 activ -1, hcDAF12 agonist -1.5, sPLA2-III inh -11, ssDAF-12 act 0.5, hgDAF12 agonist -2.7, DAX1 inh-1 -1.1, GC-B act -2, proKLK7 act -0.4, GAA850 FXN act -0.4 and DAX1 inh-2 -1.3.
Screening CCOc1cc(C2C3=C(CC(C)(C)CC3=O)N(CCCOC)C3=C2C(=O)CC(C)(C)C3)ccc1O returned GC-A act 1, SMARCA2 activ -2, hcDAF12 agonist -0.5, sPLA2-III inh -6, ssDAF-12 act -0.8, hgDAF12 agonist -0.5, DAX1 inh-1 -1.9, GC-B act 8, proKLK7 act 1.2, GAA850 FXN act 0.6 and DAX1 inh-2 -0.1.
`Cc1cccc(NC(=O)C2CC(O)CN2C(=O)Oc2ccccc2)c1` (stereo unspecified) gave GC-A act 2, SMARCA2 activ 1, hcDAF12 agonist -1.6, sPLA2-III inh 5, ssDAF-12 act -0.8, hgDAF12 agonist 1.3, DAX1 inh-1 -0.3, GC-B act 1, proKLK7 act 0.3, GAA850 FXN act -0.3 and DAX1 inh-2 0.2.
For O=c1ccc(NS(=O)(=O)c2ccccc2)cn1Cc1ccc(Cl)c(Cl)c1 the results were GC-A act -1, SMARCA2 activ 1, hcDAF12 agonist 0.1, sPLA2-III inh -30, ssDAF-12 act -0.8, hgDAF12 agonist 1.5, DAX1 inh-1 0.3, GC-B act 1, proKLK7 act -0.5, GAA850 FXN act 0.1 and DAX1 inh-2 0.5.
`O=S(=O)(c1ccc(N2CCN(Cc3ccccc3)CC2)nc1)N1CCCC1` gave GC-A act 2, SMARCA2 activ -3, hcDAF12 agonist 0.4, sPLA2-III inh -3, ssDAF-12 act -0.8, hgDAF12 agonist -2.0, DAX1 inh-1 1.3, GC-B act 3, proKLK7 act 0.2, GAA850 FXN act 1.0 and DAX1 inh-2 -0.2.
For CNS(=O)(=O)c1ccc(C(=O)NCC(=O)NCCc2ccc3c(c2)OCCO3)cc1 the results were GC-A act 2, SMARCA2 activ 2, hcDAF12 agonist -1.1, sPLA2-III inh -2, ssDAF-12 act -1.0, hgDAF12 agonist -0.3, DAX1 inh-1 -0.1, GC-B act 6, proKLK7 act 0.2, GAA850 FXN act 0.9 and DAX1 inh-2 -1.2.

Compound activity as filed in PubChem.
